Assay outcomes from PubChem.
KDM5B inh = Primary screen for KDM5B Histone Demethylases FDH-coupled qHTS; AID 1347165, 2019; 2.6% of 220,000 active; Lysine-specific demethylase 5B (Homo sapiens), Q9UGL1; KDM5B demethylase, FDH-coupled NADH fluorescence (FDH is formaldehyde dehydrogenase); Potency, µM (highest dose often 57.7 µM), for inactives: at the top dose activity change, negative = inhibition, usual class: inhibitors; active means well fitted inhibition curve with a large enough effect; inconclusive means small, poorly fitted or top-dose-only effect; inactive means no such curve, though single readings can be large or run the other way; further: 0% is about no effect; nearly all actives have a fitted effect of over 70% in size
Target sequence (Q9UGL1 whole entry, looked up): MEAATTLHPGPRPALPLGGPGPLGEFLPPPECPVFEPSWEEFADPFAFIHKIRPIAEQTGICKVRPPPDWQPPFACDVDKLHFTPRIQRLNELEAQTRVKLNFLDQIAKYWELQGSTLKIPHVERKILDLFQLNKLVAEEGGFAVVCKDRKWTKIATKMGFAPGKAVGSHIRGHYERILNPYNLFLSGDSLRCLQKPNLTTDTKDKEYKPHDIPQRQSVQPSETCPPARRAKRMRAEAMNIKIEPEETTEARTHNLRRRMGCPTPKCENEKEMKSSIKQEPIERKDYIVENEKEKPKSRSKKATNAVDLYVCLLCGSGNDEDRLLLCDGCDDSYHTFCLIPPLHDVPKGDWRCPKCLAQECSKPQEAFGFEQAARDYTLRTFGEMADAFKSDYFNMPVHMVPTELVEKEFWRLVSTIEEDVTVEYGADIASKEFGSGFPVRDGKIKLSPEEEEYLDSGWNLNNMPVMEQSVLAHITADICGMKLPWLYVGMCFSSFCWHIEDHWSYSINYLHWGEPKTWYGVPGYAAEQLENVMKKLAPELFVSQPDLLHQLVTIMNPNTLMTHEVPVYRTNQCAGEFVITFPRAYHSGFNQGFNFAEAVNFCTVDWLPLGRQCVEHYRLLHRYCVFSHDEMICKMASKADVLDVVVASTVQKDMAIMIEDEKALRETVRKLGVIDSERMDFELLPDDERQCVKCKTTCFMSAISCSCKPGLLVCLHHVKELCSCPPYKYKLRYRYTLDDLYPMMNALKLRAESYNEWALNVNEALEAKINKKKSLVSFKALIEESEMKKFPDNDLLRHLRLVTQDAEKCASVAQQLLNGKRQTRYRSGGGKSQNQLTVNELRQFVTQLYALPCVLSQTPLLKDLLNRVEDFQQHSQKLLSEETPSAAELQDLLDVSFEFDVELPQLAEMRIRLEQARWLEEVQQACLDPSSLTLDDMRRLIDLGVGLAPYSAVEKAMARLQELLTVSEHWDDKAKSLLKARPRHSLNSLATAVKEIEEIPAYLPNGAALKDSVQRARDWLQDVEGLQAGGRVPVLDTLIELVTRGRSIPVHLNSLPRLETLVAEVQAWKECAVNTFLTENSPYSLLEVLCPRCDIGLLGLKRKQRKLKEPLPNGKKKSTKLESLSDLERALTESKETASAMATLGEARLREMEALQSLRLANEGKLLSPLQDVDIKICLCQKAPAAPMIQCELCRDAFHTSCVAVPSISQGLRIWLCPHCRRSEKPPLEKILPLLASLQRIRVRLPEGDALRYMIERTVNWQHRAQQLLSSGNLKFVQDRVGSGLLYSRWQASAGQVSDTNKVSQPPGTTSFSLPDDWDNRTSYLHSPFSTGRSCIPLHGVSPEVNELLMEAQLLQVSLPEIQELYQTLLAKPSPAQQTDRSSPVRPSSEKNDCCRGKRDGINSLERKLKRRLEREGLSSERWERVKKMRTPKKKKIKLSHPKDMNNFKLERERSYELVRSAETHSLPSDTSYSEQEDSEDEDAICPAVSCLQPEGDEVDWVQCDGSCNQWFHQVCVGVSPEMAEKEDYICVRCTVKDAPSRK
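Coupled FDH/NAD⁺ fluorescence readout. KDM5BΔAP 200 nM final; compound titration, 10 min RT preincubation; substrate mix 12.5 µM H3K4me3, 25 µM 2-OG, 50 µM Fe(II), 100 µM ascorbate, 0.25 mM NAD⁺, 0.25 U/mL FDH; ΔRFU over 30 min.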
* marks the source's active call; other numbers are inactive results; ? = inconclusive; [ ] = another dose, or the depositor's remark. Potency means the concentration at half of the fitted maximal effect. This is a subset. The share of hits here may be higher or lower than overall.

KDM5B inh | Structure
-8% | CCOc1cc(/C=C2\SC(=S)N(NS(=O)(=O)c3ccc(C)cc3)C2=O)ccc1O
? | Cc1ccccc1CN1CCC(CNC(=O)Nc2cn(CC(C)C)c(=O)c3ccccc23)CC1
19% | COc1cccc(NC(=O)COc2nc(C(C)C)c3c(c2C#N)CCC3)c1
21% | COc1ccc(CC(=O)N2CCc3nc(C)nc(-c4ccc(Cl)cc4)c3CC2)cc1
-25%[86.2 µM] | O=C(NC[C@H]1OC[C@@H](NCc2cnc[nH]2)[C@@H]1O)c1ccncc1
? | CCCNC(=O)c1ccccc1NC(=O)c1nsc2ccccc12
-19% | CC1CCCC(c2ccc(O)cc2)(c2ccc(O)cc2)C1 (stereo not drawn)
11% | CCN1CCN(CCCN2CC3(CCN(C(=O)C4CCOC4)CC3)OC2=O)CC1 (stereo not drawn)
2% | O=C(Cn1c(=O)c2c(ncn2Cc2ccccc2)n(Cc2ccccc2)c1=O)NCc1ccco1
40µM* | O=C(c1nc(-c2ccccc2)c2ccccn12)N1CCCC1
15% | COc1ccc(OC)c(CC(NC(C)=O)C(=O)NC2CCN(c3nnnn3-c3ccccc3)CC2)c1 (stereo not drawn)
-13% | COc1ccc(CC(=O)NCc2ccc3c(c2)CCN3C(C)=O)cc1
-2%[86.2 µM] | Clc1cc(NC2CCCCC2)n2nccc2n1
23% | O=C(NCCCN1CCCC1=O)C(=O)NCC1OCCN1S(=O)(=O)c1ccc(Cl)cc1 (stereo not drawn)
23% | Cc1ccccc1NC(=O)Cn1c(=O)n(CC2CCCO2)c(=O)c2ccccc21 (stereo not drawn)
-6% | CCOc1ccc(NC(=O)c2ccc(CN3C(=O)C(C)=C(c4ccc(C)cc4)S3(=O)=O)cc2)cc1
15% | CC(C)(C)c1ccc(C(=O)NNC(=O)C2CC2)cc1
8% | CCOc1ccc(CN2CCc3nc(N(C)C)[nH]c(=O)c3CC2)cc1OC
-9% | COCc1noc([C@@H]2CC(F)(F)CN2C(=O)C(C)C)n1
10% | COc1ccc(NC(=O)CSc2nnc(NC(=O)Nc3ccccc3)s2)c(OC)c1
-6% | CC(C)CN(C(=O)Cn1c(C(F)(F)F)nc2ccccc21)c1c(N)n(Cc2ccccc2)c(=O)[nH]c1=O
? | CCOC(=O)C1=C(C)N=C2SC=C(CC(=O)N3CCOCC3)N2C1c1cccc([N+](=O)[O-])c1 (stereo not drawn)
-24% | CCOc1ccc(C(=O)NCCc2csc(-c3ccc(C(F)(F)F)cc3)n2)cc1OCC
? | CC#CCn1cc2c3c(cccc31)[C@H](CC(C)C)N[C@H](C(=O)NCCN(C)C)C2
-10% | CCN1CCC2(CC1)Oc1ccccc1C1CC(c3ccccc3Cl)=NN12 (stereo not drawn)
23% | CC(C)CCNC(=O)NC(=O)CCl
21% | O=C(O)Cc1ccc(F)cc1Cl
-2% | Cc1cccc(C(=O)N2C[C@@H](CO)[C@H](c3nc(C4CC4)no3)C2)n1
-23% | O=C(c1ccccc1Cl)N1c2ncnn2C2(CCCCC2)[C@@H]2CCCC[C@@H]21
? | O=c1cc(N2CCOCC2)oc2c(Nc3ccccn3)nccc12
-6% | COCCNC(=O)[C@@H]1C[C@H](Oc2ccccc2)CN1C(=O)c1cnccn1
12% | c1csc(CNCC2CCCCC2)c1
? | CN(C)C(=O)c1ccnc(-c2nnc3ccc(Nc4ccc(F)c(Cl)c4)nn23)c1
-20% | CCc1cccc(CC)c1NC(=O)CCS(=O)(=O)c1ccc(Br)cc1
10% | O=C1CCC(C(=O)NC(CCn2cncn2)c2ccccc2)=NN1 (stereo not drawn)
-22% | CCOc1ccc(CCNc2nc3ccc(C)cc3n3cnnc23)cc1OCC
27% | N#Cc1c(N)n[nH]c1CCCNC(=O)c1cn(Cc2ccccc2)nc1-c1cccnc1
11µM* | O=C(CCC1CCCC1)NCc1nnc2cc(-c3nc(C4CC4)no3)ccn12
0% | Cn1cnc(S(=O)(=O)N2CCCC(C(=O)NC3CCCCC3)CCNC(=O)CC2)c1 (stereo not drawn)
-4% | Cc1ccc(COC(=O)Cc2c[nH]c3ccccc23)cc1
3% | CC1Oc2ccc(NC(=O)C3CCCC3)cc2CN(Cc2ccccc2Cl)C1=O (stereo not drawn)
-26% | O=C(NCc1nc(-c2cccc(F)c2)c(-c2ccccn2)[nH]1)C1CCOC1 (stereo not drawn)
? | Cc1ccc2oc(-c3cc(NC(=O)/C=C/c4ccco4)ccc3Cl)nc2c1
23% | CC(=O)NC(C)(C)C(=O)NCCC(c1ccccc1)c1ccccc1
-1% | O=C(Oc1ccccc1C(=S)N1CCOCC1)c1ccc([N+](=O)[O-])cc1[N+](=O)[O-]
-5% | CCOc1ccc(N(Cc2cc3ccccc3[nH]c2=O)C(=O)C(C)(C)C)cc1
-27% | COc1ccc(-c2cc(N3CCCC(NC(=O)c4cc5ccccc5[nH]4)C3)n[nH]2)cc1 (stereo not drawn)
? | COc1ccc(-c2cc(N3CCC(NC(=O)c4ccccc4Br)C3)n[nH]2)cc1 (stereo not drawn)
2% | CCCS(=O)(=O)N1CCCC(c2nc(C(C)C)no2)CCNC(=O)CC1 (stereo not drawn)
13% | O=C(Nc1ccccc1F)Nc1ccccc1SCc1cc(=O)n2ccccc2n1
-10% | COCCOCC(=O)N1CCC(N2CC3CC(C2)[C@H]2CCCC(=O)N2C3)CC1 (stereo partly drawn)
15% | COCC(=O)N[C@H]1C[C@@H](CO)N(Cc2cccs2)C1
-9% | O=C(CCn1nc(-c2ccccc2)c2ccccc2c1=O)Nc1cccc2ccccc12
8% | Cn1nc(C(F)(F)F)c(-c2cccc(C(F)(F)F)c2)c1NC(=O)c1cccnc1
0% | COC(=O)c1ccccc1NC(=O)CSc1nnc(-c2ccc(Cl)cc2)n1Cc1ccco1
4% | O=C(CCc1ncc(-c2ccccc2F)o1)Nc1cccc(C(=O)NC2CC2)c1

Further results:
KDM5B inh | Structure
0% | CSc1ncc2c(=O)n(CC(=O)Nc3ccccc3F)cnc2n1
15% | O=C(CCC(=O)Nc1cccc(C(F)(F)F)c1)NCCc1ccccc1
-6% | Cc1cccc(CNC(=O)CC2C(=O)NCCN2C2CCCC2)c1 (stereo not drawn)
-5%[115 µM] | Cc1noc(C)c1C(=O)N1Cc2ccccc2CC2(CCN(CC3CCNCC3)CC2)C1
? | Oc1ccccc1CN1C[C@H](O)C[C@H]1c1nc(-c2ccncc2)no1
16% | CCc1ccc(C(=O)N(Cc2ccncc2)C2CC2)s1
16% | O=C(NCC(=O)N(c1ccc(F)cc1)C(C(=O)NC1CCCC1)c1ccncc1)c1ccco1 (stereo not drawn)
-12% | CCN(CC)C(=O)c1ccc2oc(CN3CCN(C(=O)Nc4ccc(C)c(F)c4)CC3)nc2c1

Individual results from the results shown.
`O=C(NC[C@H]1OC[C@@H](NCc2cnc[nH]2)[C@@H]1O)c1ccncc1` in KDM5B inh has -25%[86.2 µM]
`CCCS(=O)(=O)N1CCCC(c2nc(C(C)C)no2)CCNC(=O)CC1` (stereo not drawn) in KDM5B inh has 2%
`O=C(NCCCN1CCCC1=O)C(=O)NCC1OCCN1S(=O)(=O)c1ccc(Cl)cc1` (stereo not drawn) in KDM5B inh has 23%
`CCc1ccc(C(=O)N(Cc2ccncc2)C2CC2)s1` in KDM5B inh has 16%
`CCN1CCN(CCCN2CC3(CCN(C(=O)C4CCOC4)CC3)OC2=O)CC1` (stereo not drawn) in KDM5B inh has 11%

Back to the main list with the 7 entries that preceded the break.
KDM5B inh | Structure
15% | O=C(CCC(=O)Nc1cccc(C(F)(F)F)c1)NCCc1ccccc1
-6% | Cc1cccc(CNC(=O)CC2C(=O)NCCN2C2CCCC2)c1 (stereo not drawn)
-5%[115 µM] | Cc1noc(C)c1C(=O)N1Cc2ccccc2CC2(CCN(CC3CCNCC3)CC2)C1
? | Oc1ccccc1CN1C[C@H](O)C[C@H]1c1nc(-c2ccncc2)no1
16% | CCc1ccc(C(=O)N(Cc2ccncc2)C2CC2)s1
16% | O=C(NCC(=O)N(c1ccc(F)cc1)C(C(=O)NC1CCCC1)c1ccncc1)c1ccco1 (stereo not drawn)
-12% | CCN(CC)C(=O)c1ccc2oc(CN3CCN(C(=O)Nc4ccc(C)c(F)c4)CC3)nc2c1
-8% | NC(=S)N/N=C1\C2C3CC4C1C1C2CC3C41 (stereo not drawn)
-37% | COc1cccc(C(=O)NC2CCN(C(=O)c3cc4c(=O)[nH]c(C)cn4n3)CC2)c1
? | CN(C)C(C(=O)N1CCC(O)(c2ccccc2)CC1)c1cccc(F)c1 (stereo not drawn)
? | Cc1cccc(C)c1NC(=O)CCCn1c(=O)c2cccn2c2ccccc21
15% | CCCN1CCC(NC(=O)COc2ccc(F)cc2)CC1
18% | Cc1ccc(SC(C)C(=O)Nc2c(C)cc(C)cc2C)cc1 (stereo not drawn)
-10%[86.2 µM] | Clc1cc(NC2CCOCC2)n2nccc2n1
11%[11.5 µM] | CC(C)CN(CCNC(=O)c1cn(C)c2ccc(S(=O)(=O)N3CCOCC3)cc2c1=O)CC(C)C
0% | CC(C)(C)c1ccc(CC/C=N/O)cc1
-25% | O=C(c1c[nH]c(C(=O)C(Cl)(Cl)Cl)c1)c1ccc(F)cc1F
-11% | O=c1[nH]nc(-c2ccc(N3CCCCC3)c([N+](=O)[O-])c2)c2ccccc12
-23% | COc1cc(OC)c(NC(=O)C(C)n2nc(-c3ccc(C)c(C)c3)ccc2=O)cc1Cl (stereo not drawn)
? | NC(=O)CSc1oc(-c2ccco2)nc1S(=O)(=O)c1ccc(Cl)cc1
2% | COc1ccc(OC)c(NC(=O)Cc2coc3ccc(C(C)C)cc23)c1
28% | O=C(CCc1ncc(-c2ccccc2Cl)o1)NCC1CCCO1 (stereo not drawn)
5% | COc1ccc(Cn2c3c(c(=O)n2Cc2ccccc2)CCN(C(=O)C2CCOCC2)C3)cc1
29% | O=C(Cc1c(F)cccc1Cl)NC1CCc2n[nH]c(=O)n2CC1 (stereo not drawn)
-2% | Cc1nc2cccnc2n1CC1CCCN(C(=O)Nc2ccc3c(c2)OCCO3)C1 (stereo not drawn)
-26% | C[C@]1(CO)[C@H]2Cc3sc(NC(=O)c4cccs4)nc3[C@@H](CC(=O)O)[C@]2(C)CC[C@H]1O
-16% | COC(=O)c1cc2occc2n1Cc1nc(-c2ccccc2)oc1C
25µM* | NC(=O)c1cc2c(nc1N1CCC3(CCCN(CC4CCC4)C3)C1)CCC2 (stereo not drawn)
-10% | CN(Cc1ccccc1)C(=O)c1cccc2c1CCN2C(=O)Nc1ccccc1
? | Cn1nc(C(=O)N2CCN(c3cccc(Cl)c3)CC2)c2c1-c1ccccc1S(=O)(=O)C2
-10% | COc1ccc(NC(=O)[C@@H]2C[C@@H](c3ccc(F)cc3)N([S+](=O)([O-])c3ccccc3)C2)c(C)c1
-18% | CCCCNc1nc2c(c(=O)n(Cc3ccc(Br)cc3)c(=O)n2C)n1C
0% | CCC(C)NC(=O)C1COC2(CCN(C(=O)CC(C)(C)C)CC2)N1C(=O)c1cccc(OC)c1 (stereo not drawn)
13% | Cc1ccc(OCC(=O)Nc2ccc3oc(C)nc3c2)c(C)c1
? | COCCC(=O)N1CCC2(CC1)NCCc1c2[nH]c2ccc(OC)cc12
32µM* | CCOC(=O)C1(Cc2ccc(Cl)cc2)CCN(C(=O)c2cc(C)oc2C)CC1
? | COc1ccc(Cl)cc1-c1ccc2c(c1)C(=O)N1CCN(C(=O)CSC)C[C@@H]1C(=O)N2
-12% | O=C(c1cc(=O)c2ccccc2o1)N1CCN(Cc2ccccc2)CC1
25% | O=C(CCc1ccccc1)Nc1ccc(C2(c3ccc(NC(=O)CCc4ccccc4)cc3)CCCCC2)cc1
62%[activator] | O=C(Cn1cccc1-c1nc(-c2ccccc2)no1)N1CCN(c2ccccc2F)CC1
? | c1ccc(Nc2cc3c(cn2)NCCN(Cc2cccs2)C3)cc1
3% | O=C1N(Cc2ccccc2F)CCCN1c1ccc(C(=O)N2CCc3ccccc32)cc1
-2% | CCOc1ccc(NC(=O)Cn2c(-n3nc(C)cc3C)nc(CC)cc2=O)cc1
14% | O=C(Nc1ccnn1C1CCCCC1)C1(c2ccccc2)CC1
1% | COCCn1cnnc1SCC(=O)c1cc(F)ccc1F
-14% | COc1ccc2c(c1)cc(C(=O)Nc1ccccc1Cl)n2C
? | O=C(CN1CCCCCC1)N1C[C@@H](CO)[C@H](c2ccncc2)C1
-24%[86.2 µM] | COc1ccc(CC(=O)N[C@H](C)c2c(-c3ccc(F)cc3)noc2C(=O)O)cc1
? | COc1ccc(-c2nc(Cn3c(SCc4cccc(C(F)(F)F)c4)nc4cccnc43)c(C)o2)cc1OC
40µM* | O=c1ncn(CC2CC2)c2ccc(-c3ccc(Cl)cc3)nc12
19% | CCCC(=O)NCCc1noc(-c2ccccc2)n1
-1% | COc1ccccc1NC(=O)c1cc2c([nH]c1=O)CC(C)(C)CC2=O
20% | COc1ccc(-c2noc(-c3nc(-c4ccc(N(C)C)cc4)no3)n2)cc1OC
-9% | COc1ccc(CNC(=O)Cc2csc3nc(-c4ccc(C)cc4)cn23)cc1
-4% | O=C(OCn1nnc2ccccc2c1=O)c1ccc(S(=O)(=O)N2CCCc3ccccc32)cc1
? | CS(=O)(=O)Oc1cc2oc(=O)c3c(c2cc1Cl)CCCC3
-4% | CCCn1c(C)cnc1C1CCN(S(=O)(=O)c2cn(C)cn2)C1 (stereo not drawn)
2% | O=C1NC2(CN(Cc3ccc(OC(F)(F)F)cc3)C2)Oc2ccccc21
-21%[86.2 µM] | O=C(N[C@H]1CCN2C(=O)c3ccccc3NC(=O)[C@H]12)c1cccs1

Part of the list above in another layout:
Molecule | KDM5B inh
Cc1ccccc1NC(=O)Cn1c(=O)n(CC2CCCO2)c(=O)c2ccccc21 (stereo not drawn) | 23%
CCOc1ccc(NC(=O)c2ccc(CN3C(=O)C(C)=C(c4ccc(C)cc4)S3(=O)=O)cc2)cc1 | -6%
